Bioassay records (PubChem)
Tb PYK inh: T. brucei pyruvate kinase inhibition | Q57TT1 | TbPYK enzyme, Kinase-Glo Plus ATP luminescence, 45 min | Potency, µM (titrated, usually from 76.8 µM), for inactives: at the top dose activity, negative = inhibition, actives largely listed as inhibitors | actives 0.12% (n = 410,000) | AID 624173; note: potency is the fitted concentration of half-maximal effect; nearly all actives have a fitted effect of over 50% in size
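Luminescence from Kinase-Glo Plus, added after a 45-minute room-temperature reaction, served as the end-point read-out. The enzyme and substrate were preincubated with compound before ADP (130 uM final) initiated turnover. Concentration-effect curves came from normalized qHTS data.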
HCMV inh: inhibitors of human cytomegalovirus. HFF cells, HCMV-luciferase reporter, 72 h; hits give low values. activity change, negative = inhibition, % at 57.5 µM. actives 4.5% (n = 410,000). AID 1259415; in the data active = activity change below about -60%; inconclusive = no clear call, values can overlap the other calls; inactive = above about -39%
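Two-dose cell screen: HFF monolayers treated with compounds and infected with luciferase-expressing HCMV at 1 PFU/cell, 72 h at 37C, then lysed for luciferase measurement.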
AMA1-RON2 inh: AMA1-RON2 (P. falciparum) interaction inhibition; AlphaScreen AMA1-biotinylated RON2 peptide binding; Potency, µM (highest dose often 58.2 µM), inactives show at the highest dose activity change, negative = inhibition, actives largely listed as inhibitors; actives 0.2% (n = 360,000); AID 720542;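 note: potency is the fitted concentration of half-maximal effect; 0% = vehicle wells and -100% = peptide control; nearly all actives have a fitted effect of over 45% in size; some results filed as inactive show a strong effect at the top dose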
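AMA1 (3D7) with his tag at 25 nM final met compounds first, then biotinylated RON2 peptide at 25 nM; detection used donor plus acceptor beads, 10 µg/mL apiece, read by AlphaScreen after 30 min at room temperature.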
AmpC no deterg: inhibitors of E. coli AmpC beta-lactamase without detergent | Potency, µM (highest dose often 57.1 µM), for inactives: at the highest dose activity change, negative = inhibition, actives largely listed as inhibitors | actives 0.52% (n = 330,000) | P00811 | AmpC nitrocefin hydrolysis, absorbance 480 nm, 0.0001% Triton;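 note: potency is the fitted concentration of half-maximal effect; plate controls were no compound for no effect and no enzyme for full effect; nearly all actives have a fitted effect of over 20% in size; some results filed as inactive show a strong effect at the top dose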
Target sequence (P00811 whole entry, looked up): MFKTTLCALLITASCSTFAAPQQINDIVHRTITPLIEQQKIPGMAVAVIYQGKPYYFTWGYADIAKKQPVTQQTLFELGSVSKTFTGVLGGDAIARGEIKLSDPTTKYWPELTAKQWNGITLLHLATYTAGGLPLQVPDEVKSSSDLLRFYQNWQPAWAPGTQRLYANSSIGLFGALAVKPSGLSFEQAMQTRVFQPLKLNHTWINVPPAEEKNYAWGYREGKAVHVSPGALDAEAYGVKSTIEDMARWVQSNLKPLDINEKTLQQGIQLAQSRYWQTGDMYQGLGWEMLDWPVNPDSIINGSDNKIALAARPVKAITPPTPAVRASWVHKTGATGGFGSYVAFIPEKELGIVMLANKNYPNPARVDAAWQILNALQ
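AmpC (5.3 nM in the dispensed reagent) in 20 mM phosphate pH 7.0 with 0.01% (detergent screen) or 0.0001% Triton X-100 was preincubated with compounds for 15 min at room temperature. Nitrocefin was then added from an 800 uM solution, and hydrolysis was followed at 480 nm.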
LmPK inh: inhibitors of Leishmania mexicana pyruvate kinase; purified LmPK, Kinase-Glo ATP luminescence, 1 h; Potency, µM (doses to about 57.5 µM), inactives show at the top dose activity change, negative = inhibition, usual class: inhibitors; actives 0.37% (n = 290,000); note: potency is the fitted concentration of half-maximal effect
Target sequence (Q27686 whole entry, looked up): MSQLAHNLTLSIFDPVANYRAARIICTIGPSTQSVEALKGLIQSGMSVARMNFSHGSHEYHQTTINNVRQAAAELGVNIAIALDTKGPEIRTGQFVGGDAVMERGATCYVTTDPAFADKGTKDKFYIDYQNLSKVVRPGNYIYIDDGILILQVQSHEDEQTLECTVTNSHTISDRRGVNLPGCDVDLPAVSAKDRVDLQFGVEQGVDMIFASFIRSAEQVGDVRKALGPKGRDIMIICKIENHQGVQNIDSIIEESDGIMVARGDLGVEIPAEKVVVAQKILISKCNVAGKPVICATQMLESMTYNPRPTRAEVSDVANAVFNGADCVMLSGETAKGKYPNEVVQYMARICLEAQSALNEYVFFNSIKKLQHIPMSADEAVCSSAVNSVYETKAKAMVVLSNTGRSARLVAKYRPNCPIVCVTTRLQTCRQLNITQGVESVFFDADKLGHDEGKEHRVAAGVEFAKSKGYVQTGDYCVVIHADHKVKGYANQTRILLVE
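Kinase-Glo luminescence read after 1 h RT reaction of 0.1 nM LmPK with 0.5 mM PEP and 0.1 mM ADP. Activity scaled between uninhibited and enzyme-free controls.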
AmpC inh detg: AmpC beta-lactamase inhibition with detergent present; AID 485294; Potency, µM (titrated, usually from 114 µM), without a hit: at the highest dose activity change, negative = inhibition, hits mostly inhibitors; actives 0.041% (n = 370,000); AmpC hydrolysis of nitrocefin, absorbance 480 nm, 0.01% Triton; P00811;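 note: potency is the fitted concentration of half-maximal effect; 0% = no-compound wells and -100% = no-enzyme wells; nearly all actives have a fitted effect of over 25% in size; some results filed as inactive show a strong effect at the top dose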
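20 mM phosphate pH 7.0 + 0.01% (detergent screen) or 0.0001% Triton X-100; 5.3 nM AmpC reagent; cpd preinc 15 min RT; nitrocefin (800 uM stock) to start; A480 q20 s × 4 min; Activity was normalised to no-enzyme and no-compound control wells.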
Sm TGR inh: S. mansoni TGR enzyme inhibition; Q962Y6; purified TGR, DTNB reduction, TNB absorbance 405 nm; Potency, µM (top dose mostly 114 µM), for inactives: top-dose activity change, negative = inhibition, usual class: inhibitors; actives 3% (n = 360,000); note: potency is the fitted concentration of half-maximal effect; nearly all actives have a fitted effect of over 60% in size
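TGR 20 nM + NADPH 100 uM (dispensed conc.), cpd preinc 15 min RT; start with NADPH (500 uM addition) then DTNB (15 mM addition). Kinetic TNB absorbance, 405 nm filter. Four-parameter Hill fit across titration.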
* marks the source's active call; other numbers are inactive results; ? = inconclusive; · = not tested or not shown; [ ] = remark or other dose. Unless noted, calls come from the whole dose curve; as a rule, active = well fitted curve in the direction sought with a large enough effect; inconclusive = small, poorly fitted or top-dose-only effect, or another doubt; inactive = no such curve, though single readings can be large; an effect the other way counts as inactive or inconclusive. Unless noted, % is set by controls: 0 for no effect and ±100 for the full control effect.

SMILES | Tb PYK inh | HCMV inh | AMA1-RON2 inh | AmpC no deterg | LmPK inh | AmpC inh detg | Sm TGR inh
O=C(C[C@@H]1C/C=C/CC[C@@H](Cc2ccc(F)cc2)C(=O)OC[C@H](Cc2ccccc2)NC1=O)N[C@H](CO)Cc1ccccc1 | -8% | -7 | 0% | 179%[activator] | · | · | ·
COc1cc(-c2noc(CSc3nc(-c4ccc(F)cc4)cc(=O)[nH]3)n2)cc(OC)c1OC | 8%[15.4 µM] | 0 | · | · | · | 16% | -1%
Cc1cc(=O)n2c3ccccc3n(CC(O)CN3CCOCC3)c2c1C#N (stereo not drawn) | 3% | -16 | 1% | -8% | 4% | -1% | ·
O=C(COc1cc2oc(=O)c3c(c2cc1Cl)CCC3)Nc1cccnc1 | -10% | -32 | -4% | -25% | 0% | -1% | -4%
FC(F)(F)c1nc2ccccc2c2nc3ccccc3n12 | 5% | 9 | 13% | -4% | 3% | ? | -9%
Cc1ccc(-n2nc(-c3ccco3)cc2C(=O)O)cc1 | -7% | 0 | -8% | -35% | 15% | -9% | 25µM*
CCc1ccccc1Nc1nn2c(=O)c3ccc(C(=O)NCCCOC(C)C)cc3nc2s1 | 4% | -14 | · | -39% | · | -12% | 4%
COc1ccc(NC(=O)CSc2nncn3c2cc2occc23)c(OC)c1 | -2% | -37 | · | · | · | -10% | -26%
CC1(C)CN(S(=O)(=O)OCC(Cl)(Cl)Cl)C(=O)N1 | 5% | -30 | -3% | -3% | 1% | -5% | -1%
CCOC(=O)C1CCN(C(=O)CNC(=O)c2nn(-c3ccc(OC)c(OC)c3)c(=O)c3ccccc23)CC1 | 0% | 12 | -9% | 106%[activator] | -3% | 0% | 0%
COc1ccc(NC(=O)CCc2nnc3ccc(N4CCC(C)CC4)nn23)cc1 | 9% | -5 | 8% | 154%[activator] | -4% | ? | -3%
c1ccc(-n2cnnc2SCc2cn3cccnc3n2)cc1 | -24% | 0 | 3% | -8% | 1% | -13% | -1%
O=C1/C(=C/c2ccncc2)SC(=S)N1Nc1ccccc1 | -14% | 100 | 24% | -32% | -13% | 7% | 3.2µM*
O=C(O)c1cc(S(=O)(=O)N2CCCCC2)sc1Cl | -1% | -4 | 1% | -9% | 1% | -13% | 2%
CC(OC(=O)CN1C(=O)c2ccccc2C1=O)C(=O)NC1CCCCC1 (stereo not drawn) | 2% | -28 | 6% | -6% | -4% | 2% | 8%
Cc1cc(C)c(N(C(=O)Cn2nnc3ccccc32)C(C(=O)NC(C)(C)C)c2ccsc2)c(C)c1 (stereo not drawn) | 5% | -34 | -1% | 94%[activator] | 1% | -3% | 5%
O=C(O)c1ccc2cccnc2c1O | -7% | -32 | 89%[activator] | -5% | -10% | -6% | ?
CC(=O)Nc1ccccc1/C=C/c1ccc2c(C)ccc(O)c2n1 | 1% | -28 | 70%[activator] | -47% | -1% | -5% | 2%
CC(=O)Nc1ccc(Nc2ccc3cc(S(=O)(=O)N4CCCCC4)ccc3n2)cc1 | -3% | -5 | · | · | · | 2% | -7%
COc1cc2c(cc1OC)C(C)N(CC(=O)Nc1ccc(S(=O)(=O)N3CCCC3)cc1)CC2 (stereo not drawn) | 8% | ? | -14% | 133%[activator] | 8% | -1% | 35µM*

Only AmpC inh detg and HCMV inh, for 2 of the compounds above:
Compound,AmpC inh detg,HCMV inh
COc1ccc(NC(=O)CSc2nncn3c2cc2occc23)c(OC)c1,-10%,-37
O=C(O)c1cc(S(=O)(=O)N2CCCCC2)sc1Cl,-13%,-4

Next entries.
SMILES | Tb PYK inh | HCMV inh | AMA1-RON2 inh | AmpC no deterg | LmPK inh | AmpC inh detg | Sm TGR inh
CC(C)NC(=O)Cn1c(SCC(=O)c2ccc(F)cc2)nc2ccccc21 | 0% | -20 | 27% | -23% | 6% | -5% | -20%
Cc1ccc(NC(=O)C(C)OC(=O)c2nc(Cl)ccc2Cl)cc1S(=O)(=O)N1CCOCC1 (stereo not drawn) | -1% | 0 | 5% | · | · | · | ·
O=C(COc1ccc(S(=O)(=O)N2CCCC2)cc1)N1CCCCC1 | -5% | -6 | -5% | -8% | 6% | -6% | -6%
COc1cccc(NC(=O)c2cc3c(-c4ccc(Cl)cc4)nn(C)c3s2)c1 | -6% | ? | · | · | · | 1% | 1%
O=S(=O)(c1cccs1)N1CCC(CO)(Cc2ccc(Cl)cc2)CC1 | 0% | 21 | 4% | 10% | 3% | 0% | 8%
O=C(NCCCCc1ccccc1)c1nn(-c2ccccc2F)nc1CO | 0% | -20 | · | · | · | 21% | 3%
Cc1cccc(C)c1-n1nnnc1C(C)(C)N1CCN(N=O)CC1 | -7% | 15 | -4% | -12% | 2% | 8% | 14%
CC(c1ccccc1)N1C(=O)c2ccc(C(=O)NCc3ccco3)cc2C1=O (stereo not drawn) | -11% | 36 | 6% | -1% | 2% | 2% | 2%
Cc1c(C)n2c(SCC(=O)NC3CCCC3)nnc2[nH]c1=O | -3% | ? | -15% | ? | · | ? | 4%
COc1ccc(-c2csc(NC(=S)NC(=O)c3cc4ccccc4o3)n2)cc1Br | 7% | -30 | -3% | -25% | 0% | 3% | 11%
Cc1ccc(S(=O)(=O)NN=Cc2c(O)ccc3ccccc23)cc1 | 2% | 18 | 103%[activator] | · | · | · | ·
CCc1ccccc1NC(=O)c1cccn(Cc2ccccc2F)c1=O | -14% | 6 | · | · | · | 3% | 2%
CC(C)CC1(C2CCCC2)NC(=O)NC1=O (stereo not drawn) | 6% | -27 | -6% | · | · | · | ·
C#CCNC(=O)C1=C[C@@H](c2ccccc2)C[C@@H](OCc2ccc(CO)cc2)O1 | 1% | -7 | -1% | 2% | 4% | -1% | 45µM*
COc1ccc(OC)c(NC(=O)C(=O)N/N=C(\C)CC(=O)Nc2ccc(Cl)cn2)c1 | 1% | -13 | 108%[activator] | -21% | -2% | 0% | -17%
CCc1cc(=O)oc2cc(OCC(=O)N(CC)CC)c(Cl)cc12 | -1% | -38 | 4% | -1% | 1% | 4% | 83%[activator]
O=C(CC1C(=O)OCC2CCCCN21)Nc1ccccc1C(F)(F)F (stereo not drawn) | -17% | 40 | 2% | -12% | 2% | 5% | ?
COc1cc(CN2CCNC(=O)C2CC(=O)N(C)CCC2CCOCC2)cc(OC)c1 (stereo not drawn) | -16% | -34 | 15% | 131%[activator] | -10% | -8% | ?
CCCn1nc(C(=O)OCC(=O)NC(C)c2ccccc2)c2ccccc2c1=O (stereo not drawn) | -12% | 50 | 9% | -1% | 4% | -14% | 2%
CCCN1C2CCCC1CC(NC(=O)c1cccc([N+](=O)[O-])c1)C2 (stereo not drawn) | -1% | -15 | 0% | -11% | -6% | 3% | 0%
Cc1cc(N2C(=O)C(O)=C(C(=O)c3cccs3)C2c2ccccc2)no1 (stereo not drawn) | -10% | -6 | 6% | -14% | -2% | 1% | 2%
COc1ccc(-c2csc(NC(=O)c3nc(-c4ccccc4)oc3C)n2)cc1 | -2% | -35 | 29% | -23% | 3% | 1% | 5%
COc1c([N+](=O)[O-])c(=O)n(-c2ccccc2)c2ccccc12 | -3% | -20 | 0% | -25% | 1% | 4% | 5%
Cc1nc(S/C(=C/c2ccc(OCc3ccc(C(=O)O)cc3)cc2)C(=O)O)n[nH]1 | ? | 31 | ? | -27% | -5% | 2% | 15%
COc1ccc(S(=O)(=O)N2CCC(C)CC2)cc1Br | -2% | -5 | 0% | -9% | 6% | 0% | 7%
CC1CN(c2nc(-c3ccccc3)nc3ccccc23)CC(C)O1 (stereo not drawn) | 1% | -9 | -7% | -15% | 1% | -2% | 1%
Cc1ccccc1CNC(=O)CC1C(=O)NCCN1CC1CCCCC1 (stereo not drawn) | -2% | 1 | 4% | 153%[activator] | 6% | 11% | ?
CCCC(=O)Nc1ccc(C(=O)NNC(=O)c2cccc([N+](=O)[O-])c2)cc1 | -5% | 38 | 1% | 10% | 4% | 0% | 13%
O=C(NCCN1CCOCC1)c1ccc2c(c1)N(Cc1ccc(Cl)cc1)CCS2 | 9% | 0 | -8% | 142%[activator] | 2% | 2% | -6%
CN(CCC#N)S(=O)(=O)c1cc2c3c(c1)CCN3C(=O)CC2 | -3% | -29 | -2% | -7% | -1% | -11% | 1%
CC1CCN(C(=O)CSc2nnc(Cc3cccn3C)n2CCc2ccccc2)CC1 | -16% | ? | 4% | 166%[activator] | 0% | ? | -27%
CCC/C(C#Cc1cc(OC)cc(OC)c1)=C1/c2ccccc2C(=O)N1c1ccccc1 | 0% | 14 | -11% | -23% | · | · | ·
CCOC(=O)c1cc(C)sc1/N=C/C1=C(O)CCCC1=O | 5% | 17 | -6% | -17% | -4% | -10% | -32%
COC(=O)c1ccc(NC(=O)c2ccc3nc(C)sc3c2)cc1 | 2% | 80 | 1% | -7% | 3% | 8% | ?

Ordered by formula weight (low to high): some entries from above
SMILES | Tb PYK inh | HCMV inh | AMA1-RON2 inh | AmpC no deterg | LmPK inh | AmpC inh detg | Sm TGR inh
COc1c([N+](=O)[O-])c(=O)n(-c2ccccc2)c2ccccc12 | -3% | -20 | 0% | -25% | 1% | 4% | 5%
CCOC(=O)c1cc(C)sc1/N=C/C1=C(O)CCCC1=O | 5% | 17 | -6% | -17% | -4% | -10% | -32%
COc1ccc(S(=O)(=O)N2CCC(C)CC2)cc1Br | -2% | -5 | 0% | -9% | 6% | 0% | 7%
Cc1ccccc1CNC(=O)CC1C(=O)NCCN1CC1CCCCC1 (stereo not drawn) | -2% | 1 | 4% | 153%[activator] | 6% | 11% | ?
Cc1cc(N2C(=O)C(O)=C(C(=O)c3cccs3)C2c2ccccc2)no1 (stereo not drawn) | -10% | -6 | 6% | -14% | -2% | 1% | 2%
COc1ccc(-c2csc(NC(=O)c3nc(-c4ccccc4)oc3C)n2)cc1 | -2% | -35 | 29% | -23% | 3% | 1% | 5%
Cc1nc(S/C(=C/c2ccc(OCc3ccc(C(=O)O)cc3)cc2)C(=O)O)n[nH]1 | ? | 31 | ? | -27% | -5% | 2% | 15%
CCC/C(C#Cc1cc(OC)cc(OC)c1)=C1/c2ccccc2C(=O)N1c1ccccc1 | 0% | 14 | -11% | -23% | · | · | ·
O=C(NCCN1CCOCC1)c1ccc2c(c1)N(Cc1ccc(Cl)cc1)CCS2 | 9% | 0 | -8% | 142%[activator] | 2% | 2% | -6%
